EPAC1 agonist = EPAC1 (human) agonism | Potency, µM (titrated, usually from 154 µM), without a hit: at the top dose activation, actives largely listed as activators | EPAC1 agonist qHTS, biochemical assay; response scale: 100% = response to 6.5 mM cAMP | 360,000 tested, 0.073% active | AID 720707; further: potency means the concentration at half of the fitted maximal effect; nearly all actives have a fitted effect of over 60% in size
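Nucleotide exchange assay: 100 nM EPAC1 with 250 nM Rap1B loaded with BODIPY-GDP and 50 uM GDP, room temperature. Fluorescence (480/540 nm) read every 5 min for 30 min; signal change normalized to 6.5 mM cAMP as full agonist.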
EPAC2 antag = EPAC2 (human) antagonism; Q8WZA2; EPAC2 GEF exchange of Rap1B-BODIPY-GDP, fluorescence; Potency, µM (doses to about 114 µM), without a hit: at the highest dose activity, negative = inhibition, hits mostly inhibitors; 360,000 tested, 0.18% active; further: potency means the concentration at half of the fitted maximal effect; on the % scale 0 is the no-effect control and ±100 the full control effect; nearly all actives have a fitted effect of over 45% in size; many of its hits are not listed in these tables
EPAC1 antagonist = EPAC1 (human) antagonism; EPAC1 GEF assay, Rap1b-BODIPY-GDP exchange fluorescence; Potency, µM (highest dose often 115 µM), inactives show top-dose activity change, negative = inhibition, most hits filed as inhibitors; 360,000 tested, 0.14% active; AID 720709;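 further: potency means the concentration at half of the fitted maximal effect; plate controls were vehicle for no effect and positive control for full effect; nearly all actives have a fitted effect of over 50% in size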
CCT chaperon mod = modulators of cytosolic chaperonin (CCT/TRiC) activity | purified chaperonin ATPase assay, HTRF ADP detection, 30 min | activity change, % (no concentration beside the values), hits read low | 360,000 tested, 0.3% active | AID 651819; in the data active means activity change below about -30%; further: on the % scale 0 is the no-effect control and ±100 the full control effect
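TRiC at 40 or 20 nM final (batch-dependent) in 30 mM Tris pH 7.4, 100 mM KCl, 5 mM MgCl2, 1 mM DTT, with compound at single 76 uM and 10 uM ATP, 30 min at 37 deg C. ADP detected by HTRF Transcreener, 665/615 ratio.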
WRN inhibitor = blocks human WRN helicase; WRN helicase unwinding, fluorescent forked duplex, kinetic; Potency, µM (top dose mostly 114 µM), without a hit: top-dose activity change, negative = inhibition, hits mostly inhibitors; 360,000 tested, 0.46% active; further: potency means the concentration at half of the fitted maximal effect; on the % scale 0 is the no-effect control and ±100 the full control effect; nearly all actives have a fitted effect of over 55% in size
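Kinetic red-fluorescence monitoring (525/598 nm) tracks WRN helicase activity after 100 nM fluorophore-quencher forked duplex and 2 mM ATP are added to 20 nM enzyme pretreated 15 min at room temperature with compound.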
PLK1 PBD block = inhibitors of human PLK1 polo-box domain binding; Plk1 PBD binding of FITC phosphopeptide, fluorescence polarization; AID 720504; P53350; Potency, µM, for inactives: max response, negative = inhibition, most hits filed as inhibitors; 360,000 tested, 2.8% active; further: potency means the concentration at half of the fitted maximal effect; series mostly up to about 57 µM; on the % scale 0 is the no-effect control and ±100 the full control effect; nearly all actives have a fitted effect of over 65% in size
Target sequence (P53350 whole entry, looked up, the tested form may be a part): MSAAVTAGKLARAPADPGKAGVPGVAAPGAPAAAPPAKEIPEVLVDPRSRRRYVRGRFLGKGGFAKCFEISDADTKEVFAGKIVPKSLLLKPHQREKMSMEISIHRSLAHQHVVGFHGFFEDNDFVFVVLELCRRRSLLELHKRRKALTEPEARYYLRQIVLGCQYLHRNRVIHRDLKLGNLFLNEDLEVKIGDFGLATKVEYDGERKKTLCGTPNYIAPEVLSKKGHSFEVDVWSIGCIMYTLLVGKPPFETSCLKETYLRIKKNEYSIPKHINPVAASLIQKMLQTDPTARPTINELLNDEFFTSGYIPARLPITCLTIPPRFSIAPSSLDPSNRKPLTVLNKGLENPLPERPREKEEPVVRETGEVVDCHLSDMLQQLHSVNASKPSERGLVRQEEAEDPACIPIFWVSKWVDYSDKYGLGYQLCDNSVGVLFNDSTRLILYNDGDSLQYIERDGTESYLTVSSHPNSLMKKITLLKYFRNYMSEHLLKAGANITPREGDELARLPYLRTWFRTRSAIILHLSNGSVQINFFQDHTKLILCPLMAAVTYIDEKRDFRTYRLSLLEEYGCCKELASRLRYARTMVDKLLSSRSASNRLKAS
MmCpn inh = M. maripaludis TRiC chaperonin inhibition | purified Mm-Cpn ATPase, ADP Transcreener TR-FRET | Potency, µM (highest dose often 76.9 µM), without a hit: at the top dose activity, negative = inhibition, most hits filed as inhibitors | 330,000 tested, 0.031% active | AID 504842; further: potency means the concentration at half of the fitted maximal effect; on the % scale 0 is the no-effect control and ±100 the full control effect; nearly all actives have a fitted effect of over 80% in size
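Inhibition of chaperonin ATP hydrolysis is measured as reduced ADP production, detected by competitive TR-FRET in which signal falls with ADP. Final enzyme 25 nM and ATP 10 uM, reacted 30 min at 37°C.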
PI5P4K alpha inh = inhibitors of human PI5P4K alpha | P48426 | AID 652105 | PI5P4Kalpha enzyme, ADP-Glo luminescence, 60 min; stronger effect = lower value | 330,000 tested, 1.2% active | max response, %; active means max response of -50% or lower; inconclusive means between -30% and -50%; inactive means -30% or higher; further: value at the top dose of about 77 µM; on the % scale 0 is the no-effect control and ±100 the full control effect
Target sequence (P48426 whole entry, looked up): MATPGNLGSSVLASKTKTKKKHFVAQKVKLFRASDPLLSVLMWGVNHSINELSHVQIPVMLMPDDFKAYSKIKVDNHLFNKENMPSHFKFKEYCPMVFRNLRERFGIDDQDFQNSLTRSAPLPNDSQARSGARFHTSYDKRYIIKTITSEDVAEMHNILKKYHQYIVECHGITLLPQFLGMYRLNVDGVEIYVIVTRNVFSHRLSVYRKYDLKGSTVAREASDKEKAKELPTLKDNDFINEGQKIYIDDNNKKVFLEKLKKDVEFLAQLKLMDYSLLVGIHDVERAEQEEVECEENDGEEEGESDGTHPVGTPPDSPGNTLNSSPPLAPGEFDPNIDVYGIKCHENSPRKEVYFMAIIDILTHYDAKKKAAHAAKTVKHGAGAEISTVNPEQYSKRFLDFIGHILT
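Single end-point luminescence (ADP-Glo) quantified ADP from PI5P4Kalpha turnover; ATP 5 microM final, 1 h at RT, 0.1% CHAPS and 0.28 mM EGTA in HEPES pH 7.4.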
An asterisk follows results filed as active; ? = inconclusive; . = not tested or not shown; [ ] = remark or other dose. Unless noted, the call rests on the fitted dose curve; in most records, active means well fitted curve in the direction sought with a large enough effect; inconclusive means small, poorly fitted or top-dose-only effect, or another doubt; inactive means no such curve, though single readings can be large; an effect the other way counts as inactive or inconclusive. This is a subset; count on the stated rates, not on these rows.

Results follow in this order: CCT chaperon mod	WRN inhibitor	EPAC1 agonist	MmCpn inh	PI5P4K alpha inh	EPAC1 antagonist	EPAC2 antag	PLK1 PBD block
O=C(N1CCCC1)C(F)(F)Oc1ccc(F)cc1
  -0.9	5.6%	0.1%	-1.1%	-2.0	-4.6%	0.5%	0.2%
COC(=O)c1ccccc1NC(=O)CN1CCC(C)CC1
  3.0	-7.4%	-12.6%	1.8%	-3.8	-5.8%	?	0.3%
COc1ccccc1NS(=O)(=O)c1cccc(C(=O)OCC(=O)Nc2cc(C)on2)c1
  -3.2	-13.7%	-0.1%	-3.6%	3.8	4.8%	-26.2%[57.1 µM]	0.5%
Cc1ccc(NC(=S)N/N=C/c2c(Cl)cccc2Cl)c(C)c1
  -0.1	-6.0%	8.6%	-0.1%	15.3	7.4%	12.9%	-1.1%
CCN(c1ccccc1)S(=O)(=O)c1ccc2c(c1)C(C)(C)C(=O)N2C
  -0.7	-4.4%	-1.3%	-2.2%	11.0	4.2%	-16.4%	-2.5%
COc1ccc(C(=O)/C=C/c2cccs2)c(OC(=O)N2CCOCC2)c1
  -3.1	-18.2%[57.1 µM]	1.6%	-2.3%	0.0	-6.3%	5.0%	-1.0%
Cc1cccc(-c2nnc3n2N=C(c2ccccc2)CS3)c1
  -2.8	3.0%	-1.9%	2.1%	2.5	16.0%	6.7%[57.1 µM]	-8.0%
CC1CCCCC12NC(=O)N(CC(=O)N1CCN(S(=O)(=O)c3ccc4c(c3)CCC4)CC1)C2=O (stereo not drawn)
  0.4	1.6%	-0.6%	-1.5%	-4.1	-4.0%	-0.5%	-2.9%
CC(C)CNS(=O)(=O)c1ccc(NC(=O)Cn2nc(-c3ccc(F)cc3)ccc2=O)cc1
  -4.1	?	-30.3%[inhibitor]	-2.3%	1.8	6.4%	9.0%	2.2%
COc1ccc(CCNS(=O)(=O)c2ccc3c(c2)n(C)c(=O)c(=O)n3C)cc1OC
  -0.3	-7.8%	-10.4%	0.4%	5.6	-12.7%	8.0%	0.3%
CCOC(=O)C/C(C)=N/NC(=O)Nc1ccccc1
  -0.7	7.5%	0.2%	-0.7%	4.3	-14.1%	1.8%	-2.1%
CCOc1ccc(CCNC(=O)C2CCCN(c3nn4c(=O)cc(C)nc4s3)C2)cc1OCC (stereo not drawn)
  -0.4	-1.4%	-4.7%	0.9%	1.5	-12.5%	5.9%	0.1%
CCC(SC1=Nc2ccccc2C2=NC(CC(C)C)C(=O)N12)C(=O)Nc1ccc2c(c1)OCO2 (stereo not drawn)
  1.8	-5.3%	11.5%	-0.4%	-8.2	1.2%	-1.3%	-5.7%
CC1=C(C(=O)N2CCCC(C(=O)c3cccc(C(F)(F)F)c3)C2)OCCO1 (stereo not drawn)
  -10.9	0.5%	-5.3%	-0.3%	5.7	-0.4%	5.7%	1.6%
COc1cccc(C(=O)N(C)CC2CCN(CCc3cccc(C(F)(F)F)c3)CC2)c1
  0.3	-2.1%	-1.6%	1.9%	7.7	-4.6%	3.4%	0.6%
COCCNC(=O)C(c1ccc(F)cc1)N(C(=O)CCC(=O)Nc1nccs1)c1cccc(C)c1 (stereo not drawn)
  -0.1	-0.6%	-3.9%	-4.2%	4.8	-15.2%	-12.9%	-6.0%
Cc1ccnc(NC(=O)CS(=O)(=O)Cc2ccccc2)c1
  -1.9	-0.1%	14.6%	0.1%	2.0	-1.3%	-4.4%	-0.1%
O=C(Nc1c(C(=O)Nc2cccc(F)c2)oc2ccccc12)c1ccc2c(c1)OCO2
  -0.9	-5.5%	10.9%	0.9%	.	-1.2%	-0.6%	-8.0%
COc1ccc(Cl)cc1NC(=O)c1cc(-c2ccccc2)on1
  0.5	3.5%	-10.0%	-1.1%	0.1	-9.3%	7.9%	-8.3%
COc1ccc(NC(=O)CCCC(=O)c2ccccc2)c(OC)c1
  -0.6	-1.7%	-9.6%	1.9%	-6.3	5.7%	-1.0%	-1.9%
Cc1cccc(NC(=S)N(Cc2ccc(Cl)cc2)Cc2ccc(C(=O)O)cc2)c1
  -3.3	10.3%	8.8%	2.6%	-6.1	-24.7%	-10.2%	-11.2%
CCOc1cccc(=O)c2c(C)oc(C)c12
  1.9	-7.8%	21.7%	-0.1%	.	-1.7%	-20.3%	?
CCOC(=O)c1cccc(NC(=O)c2cc3sccc3n2C)c1
  -0.1	-14.4%	15.1%	-9.8%	.	-12.2%	-1.0%	-0.9%
COc1cccc(NC(=O)CCP(C)(=O)O)c1
  -1.9	5.5%	4.6%	1.2%	1.2	6.4%	5.4%	-16.7%
COCCNC(=O)C(c1ccc(C)o1)N(C(=O)C(=O)NC1CCCCC1)c1ccc(F)cc1 (stereo not drawn)
  -1.8	-3.3%	-4.5%	-1.7%	4.2	-7.8%	-9.1%	-11.5%
O=C(O)C1C2C=CC(C2)C1C(=O)Nc1cccc(C(F)(F)F)c1 (stereo not drawn)
  2.2	-21.3%	-2.9%	-0.7%	-0.6	-5.4%	8.6%	-8.9%
COC(=O)c1ccccc1NC(=O)CSc1ncccn1
  -0.4	-25.7%	-4.8%	-0.3%	6.1	-5.3%	17.8%	-6.7%
CN1CC(C(=O)Nc2ccc(F)c(Cl)c2)CC1=O (stereo not drawn)
  0.3	-29.3%	1.1%	-13.1%	-2.2	21.1%	1.0%	-11.0%
CCCCCCCCc1nc(SC(C)C(=O)O)n[nH]1 (stereo not drawn)
  -1.8	3.0%	2.6%	1.2%	0.2	-14.0%	0.8%	-3.5%
Cc1ccnc(NC(=O)C2CCC(CNc3c(N4CCCC4)c(=O)c3=O)CC2)c1 (stereo not drawn)
  -2.3	7.3%	-9.3%	-2.4%	0.7	-4.8%	1.7%	-13.0%

Copied from the list.
PI5P4K alpha inh with Cc1cccc(NC(=S)N(Cc2ccc(Cl)cc2)Cc2ccc(C(=O)O)cc2)c1 → -6.1
PI5P4K alpha inh with CC(C)CNS(=O)(=O)c1ccc(NC(=O)Cn2nc(-c3ccc(F)cc3)ccc2=O)cc1 → 1.8

Remaining list, next part
Results follow in this order: CCT chaperon mod	WRN inhibitor	EPAC1 agonist	MmCpn inh	PI5P4K alpha inh	EPAC1 antagonist	EPAC2 antag	PLK1 PBD block
O=C(c1cccc([N+](=O)[O-])c1)N1CCN(c2cccc(Cl)c2)CC1
  1.9	-20.9%	-9.8%	-0.7%	-2.5	-0.8%	-1.2%	-3.2%
Clc1ccc2c(-c3ccccc3)nc(-c3cccs3)nc2c1
  0.1	1.5%	3.6%	.	5.4	3.6%	1.6%	-1.3%
O=C(c1ccc(-c2ccccc2)cc1)C1CCCN(C(=O)Cn2cncn2)C1 (stereo not drawn)
  3.6	-4.0%	-10.5%	1.6%	-2.5	3.4%	18.1%	-7.0%
COCCOC(=O)C(C#N)c1nc2ccccc2nc1N1CCCC1 (stereo not drawn)
  -0.3	-0.3%	-3.3%	-2.9%	-2.9	4.0%	10.5%	-28.1%
O=C(NCc1cc2ccccc2[nH]1)C1CCC(=O)N(CCCN2CCCC2=O)C1 (stereo not drawn)
  -3.0	-2.4%	0.0%	-1.5%	-10.9	3.1%	10.3%	-24.2%
COc1ccc(NC(=O)CN(C)C(=O)CCNS(=O)(=O)c2ccc(Br)cc2)cc1
  1.0	-1.8%	4.3%	4.1%	-5.5	-5.0%	-10.1%	1.5%
O=C1C(=O)N(CCN2CCOCC2)C(c2ccccn2)/C1=C(/O)c1ccccc1 (stereo not drawn)
  -1.0	-5.8%	0.0%	-3.1%	2.3	0.0%	-2.2%	-12.5%
O=C(Nc1ccc([N+](=O)[O-])cn1)c1cc(-c2cccc(Cl)c2)nc2ccccc12
  2.8	-7.1%	8.0%	0.0%	-2.4	-15.4%	-0.4%	-4.5%
CCCN(C)C1CN(Cc2cn(CCCC(=O)OC)nn2)S(=O)(=O)C1 (stereo not drawn)
  -1.5	5.3%	-5.2%	.	-1.8	10.0%	3.0%	0.1%
CC1Oc2ccccc2C=C1/C=N/NC(=O)[C@@H](C)NC(=O)OC(C)(C)C (stereo partly drawn)
  -3.0	0.0%	-1.5%	1.4%	-9.7	-1.4%	-6.7%	-10.9%
Cc1ccc(-n2ncc3c(SCc4ccccn4)ncnc32)c(C)c1
  -0.5	-5.4%	17.5%	2.6%	-8.6	?	-26.0%	-13.5%
CC(=O)Nc1ccc(S(=O)(=O)NC(CC(=O)NC2CCCCC2C)C(C)C)cc1 (stereo not drawn)
  -0.3	-4.9%	7.0%	-0.6%	2.6	-18.4%	1.2%	-1.4%
CC12CCC(C(=O)N(CC(O)CN3CCN(Cc4ccccc4)CC3)C1=O)C2(C)C (stereo not drawn)
  -0.1	-18.7%	2.0%	1.0%	3.0	4.1%	7.9%	-0.7%
CCCC1(C(=O)OCC)NC(c2ccc(OC)cc2OC)C2C(=O)N(c3ccc4c(c3)OCCO4)C(=O)C21 (stereo not drawn)
  -2.7	-7.3%	4.3%	-1.7%	-3.1	-11.0%	-1.3%	3.5%
Cc1ccc(/C=N\NC(=O)CCc2n[nH]c(=O)[nH]c2=O)o1
  -15.5	6.2%	3.0%	-1.2%	-26.2	10.7%	5.3%[57.1 µM]	16.8µM*
O=C(COC(=O)C1(c2cccc(F)c2)CCCC1)NCc1ccc2c(c1)OCO2
  -3.5	-15.0%[57.1 µM]	3.4%	-0.5%	8.9	2.8%	-10.1%	5.4%
Cc1onc(-c2c(Cl)cccc2Cl)c1C(=O)N(C)Cc1ccccc1
  1.3	5.0%	-4.4%	-23.2%	-6.1	13.2%	-12.5%	3.5%
CCNC(=O)NC(=O)COC(=O)CCCc1nc2ccccc2s1
  0.0	3.5%	-5.2%	-0.9%	0.2	-2.6%	10.0%	-9.9%
O=C(CNc1ccc(Br)cc1)Nc1ccc(S(=O)(=O)N2CCCC2)cc1
  -3.0	-5.3%	15.9%	-6.6%	3.1	-1.7%	-6.1%	0.7%
Cc1ccccc1C(=O)N(C)[C@H]1C[C@H]2c3[nH]c4ccccc4c3CCN2C[C@H]1[C@H](C)O
  1.6	8.1%	4.3%	.	1.2	15.4%	2.1%	-3.3%
CCCOC(=O)c1c(NC(=O)C2CCCO2)sc(C(=O)OC)c1C (stereo not drawn)
  -21.8	-15.1%	0.3%	-4.3%	-21.8	-5.9%	-3.5%	9.47µM*
